TGFb inhibitor: qHTS for Inhibitors of TGF-b. actives 1.2% (n = 410,000). HepG2 CAGA-GFP TGF-b/SMAD3 reporter, GFP fluorescence, 18 h; TGF-beta stimulated, 500 pg/mL final. Potency, µM (titrated, usually from 46.1 µM), for the others: at the top dose activity, negative = inhibition, actives largely listed as inhibitors; also: potency is read from the fitted curve at half-maximal effect; % is scaled to controls: 0 for no effect and ±100 for the full control effect; nearly all actives have a fitted effect of over 65% in size
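HEPG2 CAGA-GFP reporter cells (1000/well, DMEM with 1% FBS) received compounds, then recombinant TGF-beta at 500 pg/mL final for 18 hours at 37 degrees C. Per-cell GFP summed per well was normalised to unstimulated and stimulated DMSO controls before curve fitting.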
Nrf2 ARE act: qHTS of Nrf2 Activators; AREc32 ARE-luciferase reporter (MCF7-derived line), luminescence, 24 h; Potency, µM (series often up to 46.1 µM), for the others: top-dose activation, most hits filed as activators; actives 0.31% (n = 410,000); AID 624171, 2012; also: potency is read from the fitted curve at half-maximal effect; % of control where 0% means no effect; nearly all actives have a fitted effect of over 65% in size
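For detection, Steady-Glo was added and plates sat 30 min at RT; before that, AREc32_Fluc cells grown overnight in OPTI-MEM/5% FBS had been treated with 23 nL compound for 24 hr at 37 deg C.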
ATXN2 expr inh: Primary qHTS for Inhibitors of ATXN expression; HEK-293 ATXN2-luciferase reporter, luminescence, 24 h; Potency, µM (series often up to 57 µM), inactives show top-dose activity change, negative = inhibition, actives largely listed as inhibitors; actives 0.72% (n = 360,000); AID 1745845, 2022; also: potency is read from the fitted curve at half-maximal effect; % is scaled to controls: 0 for no effect and ±100 for the full control effect; nearly all actives have a fitted effect of over 55% in size
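qHTS (up to 57 uM final) was run with 24 h compound exposure of reporter cells at 37 °C. Each well was multiplexed: SteadyGlo luminescence measured ATXN2-luciferase expression after a fluorogenic Gly-Phe-AFC viability readout (25 uM final).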
A549 viability: Nrf2 qHTS screen for inhibitors: counterscreen for cytotoxicity. A549 ARE-Fluc cells, CellTiter-Fluor viability, 18-24 h. Potency, µM (series often up to 46 µM), inactives show top-dose activity change, negative = cytotoxicity, hits mostly inhibitors. actives 0.16% (n = 390,000); also: potency is read from the fitted curve at half-maximal effect; % is scaled to controls: 0 for no effect and ±100 for the full control effect
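Cytotoxicity counterscreen: CellTiter-Fluor fluorescence was measured in A549 ARE_Fluc cells after 18-24 h of compound exposure in a concentration series. The subsequent BugLite luminescent read reports ARE-luciferase activity.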
ATXN viability: Viability Counterscreen for Primary qHTS for Inhibitors of ATXN expression; S2 cells (HEK-293 line with an ATXN2-luciferase reporter) viability, CellTiter-Fluor protease fluorescence, 24 h; Potency, µM (series often up to 56.7 µM), actives largely listed as cytotoxic; actives 0.49% (n = 400,000); also: potency is read from the fitted curve at half-maximal effect; nearly all actives have a fitted effect of over 40% in size
HepG2 viability: qHTS for Inhibitors of TGF-b: Cytotox Counterscreen; Potency, µM (series often up to 46.1 µM), for the others: at the highest dose activity change, negative = cytotoxicity, usual class: cytotoxic; AID 588856, 2011; HepG2 CAGA-GFP viability, ATP luminescence, 18 h; actives 0.76% (n = 410,000); also: potency is read from the fitted curve at half-maximal effect; some results filed as inactive show a strong effect at the top dose
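HepG2 CAGA-GFP cells (1000/well, DMEM with 1% FBS) received compound, then TGF-beta at 500 pg/mL final, and were incubated 18 hours at 37 degrees C. Viability was read by CellTiter-Glo luminescence. Media-only wells were set as complete cell-killing and DMSO as no toxicity.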
EPAC2 ag: qHTS for Agonist of cAMP-regulated guanine nucleotide exchange factor 4 (EPAC2): primary screen; EPAC2 activation, biochemical qHTS; response scale: 100% = 6.5 mM cAMP response; Potency, µM (top dose mostly 154 µM), inactives show at the top dose activation, usual class: activators; actives 0.079% (n = 360,000); also: potency is read from the fitted curve at half-maximal effect; nearly all actives have a fitted effect of over 50% in size
Target sequence (Q8WZA2 whole entry, looked up): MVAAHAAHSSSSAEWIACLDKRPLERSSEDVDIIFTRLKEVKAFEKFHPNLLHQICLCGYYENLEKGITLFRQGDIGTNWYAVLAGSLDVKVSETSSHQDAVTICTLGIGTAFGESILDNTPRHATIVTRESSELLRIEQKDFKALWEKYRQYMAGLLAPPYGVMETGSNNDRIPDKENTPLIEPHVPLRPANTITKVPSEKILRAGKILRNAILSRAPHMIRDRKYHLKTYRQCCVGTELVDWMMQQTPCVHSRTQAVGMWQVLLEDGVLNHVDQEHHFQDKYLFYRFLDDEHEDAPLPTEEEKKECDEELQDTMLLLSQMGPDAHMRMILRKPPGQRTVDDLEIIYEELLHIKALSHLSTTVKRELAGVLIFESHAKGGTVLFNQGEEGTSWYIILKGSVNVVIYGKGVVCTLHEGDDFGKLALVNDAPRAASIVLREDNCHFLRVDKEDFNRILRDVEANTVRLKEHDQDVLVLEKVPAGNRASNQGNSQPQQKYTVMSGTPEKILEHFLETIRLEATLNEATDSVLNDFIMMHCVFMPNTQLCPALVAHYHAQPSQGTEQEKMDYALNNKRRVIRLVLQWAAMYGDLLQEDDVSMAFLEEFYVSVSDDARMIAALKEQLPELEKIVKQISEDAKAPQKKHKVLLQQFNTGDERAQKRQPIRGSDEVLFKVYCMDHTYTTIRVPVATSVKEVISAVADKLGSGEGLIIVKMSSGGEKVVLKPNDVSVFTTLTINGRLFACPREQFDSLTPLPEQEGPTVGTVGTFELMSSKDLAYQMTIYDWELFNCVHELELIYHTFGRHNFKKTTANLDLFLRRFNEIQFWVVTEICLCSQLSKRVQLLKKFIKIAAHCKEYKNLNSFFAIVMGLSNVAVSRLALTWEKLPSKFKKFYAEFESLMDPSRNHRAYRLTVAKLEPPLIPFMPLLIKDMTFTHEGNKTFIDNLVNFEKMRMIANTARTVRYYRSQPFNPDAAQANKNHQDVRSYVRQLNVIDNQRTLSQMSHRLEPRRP
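In this primary screen, activation is scored as increased exchange of BODIPY-GDP from Rap1B by 100 nM EPAC2, with 50 uM GDP as competitor. Signal is normalized to the 6.5 mM cAMP agonist control.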
Nrf2 block: Nrf2 qHTS screen for inhibitors | A549 ARE-Fluc reporter, luciferase luminescence, 18-24 h | Potency, µM (titrated, usually from 46 µM), inactives show top-dose activity change, negative = inhibition, actives largely listed as inhibitors | actives 2.1% (n = 360,000); also: potency is read from the fitted curve at half-maximal effect; % is scaled to controls: 0 for no effect and ±100 for the full control effect; nearly all actives have a fitted effect of over 60% in size
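In this cell-based qHTS, ARE-driven firefly luciferase in A549 cells reports Nrf2 activity; the luminescent signal after BugLite lysis is the measured value, with a prior CellTiter-Fluor read for cell health.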
IL-2 act: qHTS of IL-2 Activators; actives 0.065% (n = 360,000); AID 652025, 2013; IL-2 activation reporter assay, cell-based qHTS; stimulated with anti-CD3/CD4/CD28 beads; in transgenic mouse T cells; activation, % (series mostly up to about 46 µM); in the data active = activation above about 50%; inconclusive = mostly about 30% to 49%; also: 0% is about no effect
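Screening format: compound pinned onto unstimulated transgenic mouse T cells, 60 min incubation, then anti-CD3/anti-CD4/anti-CD28 bead stimulation for 18 hours at 37 degrees C, followed by EGFP and DsRed detection.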
Numbers without * were called inactive; i = inactive; ? = inconclusive; . = not tested or not shown; & = joins results of further samples; [ ] = remark or other dose. Unless noted, calls follow the shape of the dose curve; as a rule, active = well fitted curve in the direction sought with a large enough effect; inconclusive = small, poorly fitted or top-dose-only effect, or another doubt; inactive = no such curve, though single readings can be large; an effect the other way counts as inactive or inconclusive. Not a hit list; 4.3% or so of the library scored in one or more.

Each structure is followed by: TGFb inhibitor	Nrf2 ARE act	ATXN2 expr inh	A549 viability	ATXN viability	HepG2 viability	EPAC2 ag	Nrf2 block	IL-2 act
> CCOc1ccc(-n2c(=S)sc3c(=O)[nH]c(SCC(=O)NCC4CCCO4)nc32)cc1 (stereo not drawn)
    0.4%	-0.5%	-22.8%	4.3%	i	4.0%	9.5%	15.3%	-4.1
> CC(C)N1CCc2c(sc(NC(=O)C3CCCCC3)c2C(N)=O)C1
    -26.2%	-3.0%	-25.3%	-9.2%	i	-21.6%	2.3%	-6.9%	-2.5
> Cc1[nH]n(-c2ccc(Br)cc2)c(=O)c1/C=N/NC(=O)c1ccccc1
    3.55µM*	2.9%	.	?	i	-42.3%	-4.2%	?	-0.4
> COc1ccc(NC(=O)C(=O)NCC2(c3ccccc3)CCCC2)c(OC)c1
    -9.6%	0.8%	.	5.4%	.	-0.9%	.	0.2%	.
> COc1ccc(CCNS(=O)(=O)c2ccc(-n3cnnn3)c(OC)c2)cc1OC
    0.8%	0.3%	12.0%	0.7%	i	3.1%	7.3%	-15.9%	-0.6
> CN(Cc1ccccc1)C(=O)c1cn(C)c2ccc(S(=O)(=O)N(C)C3CCCCC3)cc2c1=O
    -6.2%	-0.7%	-6.7%	-3.5%	i	4.4%	.	9.5%	.
> COc1ccc(CCC(=O)NC2CC(=O)N(c3ccc(OC)cc3)C2)cc1 (stereo not drawn)
    -19.1%	-0.4%	.	6.0%	.	-1.2%	.	.	.
> O=C(Nc1ccc2c(c1)OCO2)C1CC(=O)N(c2ccccc2)C1 (stereo not drawn)
    14.9%	-0.4%	-6.5%	2.1%	i	1.9%	3.6%	16.0%	-0.1
> Cc1occc1C(=O)N/N=C/C=C/c1ccc(N(C)C)cc1
    -2.2%	0.0%	6.2%	-1.7%	i	-4.1%	11.9%	?	3.1
> Cc1nc2ccn(Cc3cccnc3)c(=O)c2cc1C(=O)Nc1ccc(F)cc1F
    ?	23.6%	-2.9%	10.0%	i	2.5%	.	2.6%	.
> CCC(=O)OC1CSc2nc3ccccc3n2C1 (stereo not drawn)
    -44.0%	-0.1%	-1.2%	-6.1%	i	-4.8%	2.9%	19.4%	-1.0
> Cc1ccccc1C(=O)N(Cc1sccc1C)C1CCS(=O)(=O)C1 (stereo not drawn)
    .	1.0%	.	0.4%	.	-0.6%	.	2.5%	.
> CCOC(=O)C1(C)CCCN1C(=O)c1cncc(Br)c1 (stereo not drawn)
    9.6%	-0.6%[9.22 µM]	5.6%	.	i	2.2%	3.4%	.	0.0
> COc1ccc(CN(CC2CCC(C(=O)O)CC2)C(=S)Nc2cccc(C)c2)cc1 (stereo not drawn)
    4.7%	-0.5%	-25.3%	-0.6%	i	9.7%	-1.5%	4.1%	2.2
> CC(NC(=O)COc1ccc(/C=N/NS(=O)(=O)c2ccccc2)cc1)c1ccccc1 (stereo not drawn)
    -12.1%	-0.5%	-9.7%	-2.5%	i	-7.1%	0.2%	-17.9%	1.0
> COC(=O)c1c(N)sc2c1CC(C)(C)OC2
    0.9%	0.0%	-5.0%	7.0%	i	-3.3%	6.9%	-6.2%	-2.1
> c1ccc(Sc2ccccn2)cc1
    2.4%	-0.5%	-4.9%	-18.0%	i	-8.0%	5.7%	7.9%	-5.2
> CC(=NNC(=S)Nc1ccccc1)c1ccccn1
    ?	3.5%	.	.	?	-38.2%	14.7%	.	-5.7
> COc1cc(C2C(C#N)=C(N)Oc3n[nH]c(-c4ccccn4)c32)cc(OC)c1OC (stereo not drawn)
    -5.2%	2.2%	3.6%	-24.1%	i	12.5%	0.7%	4.1%	-2.1
> N#Cc1ccc(OCC(=O)NCCN2CCOCC2)cc1
    -1.3%	0.3%	-3.8%	-5.6%	i	-28.8%	-1.0%	0.2%	-0.2
> CC(C)(C)c1ccc(OC2=CS(=O)(=O)c3ccccc32)cc1
    -8.8%	6.1%	32.2%[activator]	1.2%	i	-37.8%	-3.6%	?	-2.8
> CCc1nnc(NC(=O)CSc2nnc(-c3ccoc3C)n2CC(C)C)s1
    -7.7%	0.1%	0.2%	-8.3%	i	-7.5%	-3.5%	-11.0%	-3.7
> CCOc1ccc(-n2c(SCC(=O)N3CCC(C(=O)O)CC3)nc3ccccc3c2=O)cc1
    -2.1%	0.2%	-1.8%	-3.0%	i	2.3%	2.2%	1.8%	-3.9
> O=C(Cc1ccccc1)Nc1ccccc1CO
    -17.9%	0.1%	2.5%	-1.9%	i	0.1%	-0.6%	25.4%	0.8
> CCOc1cc(NS(C)(=O)=O)c(OCC)cc1NC(=O)c1cccs1
    4.8%	-1.0%	-3.1%	-2.4%	?	-3.4%	6.3%	-20.0%	1.3
> CCN1C(=O)[C@H]2[C@@H](c3ccc(-c4ccccc4)c(OC)c3)N[C@@](Cc3ccccc3)(C(=O)OC)[C@H]2C1=O
    2.8%	-0.2%	5.5%	-6.4%	i	29.6%	-6.2%	3.1%	-0.1
> CCOc1ccc(CNC2CCCc3ccccc32)cc1 (stereo not drawn)
    ?	-0.3%	-28.4%	?	i	-25.1%	11.1%	13.6%	-0.5
> CC(C)CN(C(=O)CSc1nncs1)c1c(N)n(CC(C)C)c(=O)[nH]c1=O
    ?	-0.5%	12.4%	0.9%	i	3.9%	2.5%	14.9%	0.4
> COc1ccc(OC)c(S(=O)(=O)NCc2ccc3c(c2)CCN3C(=O)c2cccc(C)c2)c1
    ?	3.1%	.	-16.4%	.	-25.9%	.	.	.
> O=C(NCCCn1ccnc1)/C(=C\c1cccs1)NC(=O)c1ccccc1
    -9.6%	-0.3%	5.1%	0.0%	?	11.1%	18.2%	2.8%	-1.7
> O=C(CSc1nc2ccccc2c(=O)n1CC1CCCO1)NCc1ccc2c(c1)OCO2 (stereo not drawn)
    17.9%	-0.6%	-12.2%	3.5%	i	-22.3%	9.1%	?	2.6
> COc1ccc(S(=O)(=O)NCC(=O)N(Cc2ccco2)C(C(=O)NC(C)(C)C)C(C)C)cc1 (stereo not drawn)
    34.1%[activator]	0.0%	6.7%	-1.0%	i	8.5%	-3.2%	12.4%	0.1
> Nc1c(C(=O)c2ccc(Br)cc2)oc2ccccc12
    -2.9%	14.5%	69.8%[activator]	-4.9%	i	-1.2%	-4.5%	10.7%	0.5
> CC(C)(CNC(=O)c1sc2cc(F)ccc2c1Cl)N1CCOCC1
    -12.6%	0.2%	.	-4.9%	i	-31.7%	11.5%	?	-1.4
> COc1cccc(-c2nn(-c3ccccc3)cc2/C=C(/NC(=O)c2ccccc2)C(=O)O)c1
    -2.1%	2.4%	0.2%	-10.4%	i	-8.6%	0.2%	-15.4%	-0.3
> O=C(Cn1c(CN2CCCCC2)nc2ccccc2c1=O)NCc1ccco1
    9.2%	0.0%	1.0%	3.9%	i	3.1%	4.7%	6.8%	-3.3
> CN1CCC(C2(O)c3ccccc3CSc3sccc32)CC1 (stereo not drawn)
    -16.2%	-0.4%	-4.2%	-5.9%	?	-10.4%	-12.7%	4.6%	-0.2
> Brc1ccc(-c2cc3c(N4CCN(c5ccccc5)CC4)nccn3n2)cc1
    -6.4%	0.2%	12.8%	-1.8%	i	-32.5%	.	3.3%	.
> COc1cccc(CNc2nc3cc(-c4csc5ccccc45)sc3c(=O)n2C)c1
    ?	2.6%[9.22 µM]	4.0%	.	i	-29.7%	2.1%	.	-0.4
> CCOC(=O)C1CCCN(C/C(O)=C(\C#N)c2nc(-c3ccccc3)cs2)C1 (stereo not drawn)
    -2.1%	0.0%	5.9%	3.3%	i	-16.5%	2.1%	10.2%	0.4
> O=C(COc1ccc(Cl)cc1)N1N=C(c2cccs2)CC1c1ccco1 (stereo not drawn)
    -3.0%	2.6%	3.8%	-2.1%	i	-14.9%	11.5%	-11.0%	-3.7
> CCC(C)NC(=S)NNC(=O)c1ccc(C(C)(C)C)cc1 (stereo not drawn)
    12.1%	0.4%	9.2%	-1.7%	i	5.6%	-4.7%	7.1%	-0.4
> CCOC(=O)Cc1nnc2c(Nc3ccc(C)cc3)nc3nonc3n12
    0.0%	1.7%	-6.9%	-2.6%	i	1.1%	-9.5%	6.4%	-0.6
> COc1ccc(C2CC(O)(c3ccccc3)Oc3c(C)ccc(C)c32)cc1 (stereo not drawn)
    ?	2.1%	?	-3.8%&-2.4%	?	-105.7%&-49.1%	20.0%	-22.8%&-19.8%	-2.4
> O=C(Cn1ccc([N+](=O)[O-])n1)NCc1ccco1
    ?	0.6%	0.2%	0.2%	i	-16.1%	7.6%	5.0%	0.7
> CC(=O)OCC(=O)Nc1ccc(C(C)=O)cc1
    -2.2%	2.7%	7.3%	-1.3%	i	-3.1%	7.9%	17.2%	-1.0
> CC(C)NC(=O)COC(=O)c1cc(F)c(F)cc1Cl
    0.3%	0.1%	2.0%	4.5%	i	-13.8%	-0.8%	?	-1.5
> CCOC(=O)C1CCN(C(=O)Cc2ccc(-c3ccccc3)cc2)CC1
    -23.1%	0.0%	-14.0%	-0.9%	i	-6.7%	17.4%	2.3%	0.5
> COc1ccc(-c2cc(OC(=O)c3cccc(Cl)c3)c3c(C)oc(C)c3c(=O)c2)cc1
    63.1%[activator]	8.5%	-17.3%	-4.7%	?	-1.1%	.	13.7%	.
> COCCn1cc(C(=S)N2CCCCC2)c2ccccc21
    0.0%	3.2%	2.8%	-4.0%	i	0.0%	-3.6%	1.3%	0.1
> Cc1ccn2c(Cc3ccccc3)c(-c3ccc(F)cc3)nc2c1
    ?	9.5%	-0.2%	.	?	-30.1%	11.1%	.	-2.9

Compound activity from PubChem.
